XIAP displacement = small molecules displacing peptide from XIAP – biochemical, IAP family, fluorescence polarization (AID 1018); XIAP BIR domain, fluorescence polarization peptide displacement; higher % means a stronger effect; displacement, % at 20 µM; hits with a dose series show IC50 in µM; 0.007% of 200,000 active; in the data active = displacement above about 50%; also: a part of the inactive calls stands beside numbers as strong as those of hits
TNAP activation fold = stimulation of alkaline phosphatase TNAP activity – biochemical, luminescent, no phosphate acceptor, uHTS, primary screen (AID 1001) | purified TNAP, luminescent activation assay, no phosphate acceptor; higher activation fold means a stronger effect | one-dose activation fold at 20 µM; EC50 in µM for titrated hits | 0.03% of 200,000 active; in the data active = activation fold from about 3, or a potency from the dose series; inactive = the rest, 99 in 100 with activation fold below about 1.6; also: many of its hits are not listed in these tables
human PMI inhibitors = human PMI inhibitors, high substrate, primary screen, biochemical, fluorescence intensity, high mannose 6-phosphate (AID 1220); recombinant PMI enzyme, coupled fluorescence intensity; higher % means a stronger effect; one-dose inhibition, % at 20 µM; IC50 in µM for titrated hits; 0.66% of 190,000 active
M1AAP inhibition = P. falciparum M1AAP inhibitors, biochemical, fluorogenic H-Leu-NHMec substrate, 1536-well (AID 1445); recombinant M1AAP, H-Leu-NHMec fluorogenic kinetic assay; higher % means a stronger effect; inhibition, % at 30 µM, or IC50 in µM where a hit was titrated; 0.42% of 220,000 active;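 active = primary inhibition above the hit cutoff, then over 50% inhibition at one or more dose response concentrations, cut at about 23% in these data, passing the limit was not always enough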;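 also: plate controls were DMSO full reaction for no effect and no enzyme background for full effect; strong numbers were not always called active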
human PMI inhibition = inhibitors of human PMI, primary screen, biochemical, fluorescence intensity, coupled assay (AID 1209); 0.42% of 190,000 active; inhibition, % at 20 µM; hits with a dose series show IC50 in µM; purified PMI enzyme, coupled fluorescence intensity; higher % means a stronger effect;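 also: plate controls were DMSO vehicle for no effect and wells lacking substrate for full effect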
SIAH1 antagonists = Siah-1 peptide-binding antagonists, primary screen, biochemical, fluorescence polarization, rhodamine-plectin, uHTS (AID 1817); Siah-1 / rhodamine-plectin peptide fluorescence polarization; higher % means a stronger effect; displacement, % at 20 µM; hits with a dose series show IC50 in µM; 0.02% of 290,000 active;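 active = displacement of at least 50% at 20 µM, with a fluorescence ratio check between 0.3 and a set limit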;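 also: plate controls were Siah plus tracer with DMSO for no effect and tracer alone without Siah for full effect; strong numbers were not always called active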
K1F lysis inhibition = inhibition of K1F phage lysis, E. coli UTI89, bacterial capsule biogenesis inhibitors, alamar blue (AID 488966). E. coli UTI89 K1F phage lysis, alamar blue, 2 h; higher % means a stronger effect. 0.02% of 340,000 active. one-dose inhibition, % at 100 µM; IC50 in µM for titrated hits;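 active = phage lysis inhibition, versus mean bacterial control, above a set limit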;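 also: capsule biogenesis inhibitors block K1F phage lysis so surviving cells raise fluorescence; higher fluorescence means more inhibition of phage lysis; actives were called in the ten point dose series up to 300 µM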
Hep lipid drop = hepatic lipid droplet formation modulation; AID 1656; inhibition, % at 6.5 µM; 0.4% of 240,000 active; AML12 mouse hepatocytes, oleate lipid droplets, BODIPY imaging;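 active = lipid droplet intensity inhibited by at least 50%, with more than 500 cells counted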
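Material: mouse AML12 hepatocyte cell line, fixed after treatment; Timing: compound with oleate, overnight; Technique: high-content imaging of BODIPY-stained droplets and DAPI nuclei; Probe or stimulus: oleate, 100 µM final; Dosing: compound at 6.5 µM only.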
M17LAP inhibition = P. falciparum M17LAP inhibitors, primary screen, biochemical, fluorogenic H-Leu-NHMec substrate, 1536-well (AID 1619). inhibition, % at 30 µM, or IC50 in µM where a hit was titrated. recombinant M17LAP, H-Leu-NHMec fluorogenic kinetic assay; higher % means a stronger effect. 0.38% of 220,000 active;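 active = compound inhibiting the enzyme by more than half at any dose during confirmatory dose-response retesting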;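 also: plate controls were full reaction with DMSO carrier for no effect and no enzyme background for full effect; strong numbers were not always called active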
Hep lipid drop cells 6.5 µM = further read-out of Hep lipid drop, marked with its call; cell count; measured here: cell count, cytotoxicity flag;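 cells counted across two imaged fields per well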
* hit, by the source's call; x = not tested or not shown; & = joins results of further samples; [ ] = dose if it differs, or a comment. Rule as the data show it, unless noted: active = inhibition above about 50%; inactive = the rest.

| smiles | XIAP displacement | TNAP activation fold | human PMI inhibitors | M1AAP inhibition | human PMI inhibition | SIAH1 antagonists | K1F lysis inhibition | Hep lipid drop | Hep lipid drop cells 6.5 µM | M17LAP inhibition |
| --- | --- | --- | --- | --- | --- | --- | --- | --- | --- | --- |
| O=C(Nc1ccccc1Br)C1CC(=O)N(c2ccc3c4c(cccc24)CC3)C1 (stereo not given) | -6.3% | 1.2 | 12.7% | 2.4% | 23.9% | -0.3% | -0.2% | -12.0 | 536 | 1.5% |
| O=C(COC(=O)c1ccccc1)Nc1ccccc1N1CCOCC1 | -3.9% | 1.1 | 2.7% | -0.7% | 2.7% | 3.9% | 0.2% | x | x | 2.2% |
| Clc1ccccc1-c1nc(-c2ccncc2)no1 | x | x | x | -2.0% | x | -1.7%&12.7% | 0.1% | -1.8&10.3 | 840&746 | -7.2% |
| CC(C)C[C@H](N)c1nnc(S(=O)(=O)Cc2cccc(F)c2)o1 | -1.1% | 1.1 | -40.6% | 18.7% | -15.5% | 0.2% | -5.2% | 11.8 | 805 | 2.0% |
| CCCCOc1ccc(C(=O)Nn2cnnc2)cc1 | -0.9% | 1.1 | -4.3% | -0.8% | -6.0% | 7.6% | 0.7% | 0.3 | 754 | -0.2% |
| Cc1nn(Cc2ccccc2)c(Cl)c1/C=C/C(=O)OCC(=O)NC(C)C(C)C (stereo not given) | -8.3% | 1 | 2.8% | 1.0% | 10.2% | -2.6% | -0.2% | -23.2 | 634 | -8.7% |
| CCN(CC)C(=O)C1CCCN(c2ccc([N+](=O)[O-])cc2/C=N/NC(=O)c2ccc([N+](=O)[O-])cc2)C1 (stereo not given) | -2.0% | 1 | -4.0% | 8.5% | 2.9% | 7.4% | 0.2% | x | x | 9.2% |
| Cc1ccc2nc(-c3ccc(SCC(=O)Nc4cc(C)on4)nc3)[nH]c2c1 | -1.3% | 1.1 | 9.1% | 9.2% | 1.8% | -2.4% | 0.2% | x | x | 1.2% |
| CCc1nc2ccc(C(=O)Nc3nnc(C)s3)cc2nc1CC | -12.8% | 1 | 0.2% | 14.8% | -9.2% | -1.7% | -1.7% | -16.0 | 710 | 0.2% |
| COc1ccc(-c2nnc3ccc(SCC(=O)Nc4nc5ccc(C)cc5s4)nn23)cc1OC | -3.3% | 1.1 | 2.9% | 4.0% | 5.5% | 3.9% | 3.4% | -8.5 | 683 | -8.2% |
| COCCNC(=S)N(CCc1c(C)[nH]c2ccc(Cl)cc12)Cc1cccs1 | 1.7% | 1.1 | 8.3% | 7.6% | 10.8% | -8.0% | 2.5% | -0.1 | 641 | 2.4% |
| Cc1cc(N2CCN(c3ccc(F)cc3)CC2)n2ncnc2n1 | x | x | x | 3.2% | x | 4.1% | -1.0% | 8.1 | 674 | 15.2% |
| Cc1ccc(NCCC(=O)c2cccs2)cc1C | -3.0% | 1.2 | 5.6% | 6.5% | 1.6% | 2.2% | 1.7% | -1.3 | 610 | 1.6% |
| COc1ccc(NC(=O)C(=S)NC2CCCCC2)cc1 | -0.3% | 2 | 11.7% | 4.2% | 11.8% | 6.0% | 1.6% | 1.7 | 732 | 2.4% |
| O=C(Cc1ccccc1)Nc1cc(Cl)ccc1Sc1ccccc1 | -7.7% | 1 | 3.8% | -3.0% | 1.1% | -1.3% | 5.8% | -55.9 | 637 | -15.3% |
| Cc1c(NS(=O)(=O)CC23CCC(CC2=O)C3(C)C)c(=O)n(-c2ccccc2)n1C (stereo not given) | -1.8% | 1.1 | 6.4% | 2.8% | 6.2% | 1.7% | -0.5% | x | x | 24.9% |
| Cc1[nH]c(=S)sc1Cc1ccc(F)cc1 | -8.8% | 0.8 | 6.5% | 1.3% | 22.9% | 2.0% | -1.7% | -14.4 | 682 | 10.2% |
| O=C(NC1CCCCC1)C1CC(=O)N(CCc2ccccc2)C1 (stereo not given) | -4.1% | 1.1 | 2.0% | 6.5% | -7.4% | -3.2% | 7.6% | 17.4 | 820 | -0.2% |
| COc1ccc(OC)c2[nH]c(C(=O)O)cc12 | -4.3% | 1 | 3.1% | 2.5% | -11.3% | -3.5% | 0.5% | 5.1 | 737 | -2.5% |
| CCCCOCCCNC(=O)N[C@H](C(=O)O)C(C)CC (stereo not given in full) | x | x | x | 7.5% | x | -3.3% | 3.0%[50 µM] | 8.4 | 727 | -1.0% |
| COc1ccc(C(=O)CSc2nnc(Cc3ccccc3)o2)cc1 | -2.5% | 1.1 | -3.4% | -5.9% | -1.0% | 0.6% | -0.2% | x | x | -7.6% |
| Cc1nccn1CC(=O)O | -4.8% | 1.2 | 33.1% | x | 10.3% | 6.0% | x | x | x | x |
| NS(=O)(=O)c1ccc(NC(=O)CSc2nc3ccccc3n2-c2ccccc2)cc1 | -5.4% | 1 | 12.8% | 2.9% | 16.0% | 8.4% | 2.6% | -75.0 | 557 | -6.7% |
| O=C1CC(N2CCCCCC2)C(=O)N1c1ccc2c(c1)OCO2 (stereo not given) | 1.0% | 1.1 | 15.8% | 0.6% | 11.4% | 1.6% | -1.7% | 3.9 | 800 | 9.1% |
| CCCCCCCCCC[n+]1cccc(C(=O)N(CC)CC)c1 | -5.2% | 1 | 3.1% | -2.1% | 15.9% | 2.7% | 0.1% | 6.7 | 674 | -6.1% |
| Brc1ccccc1-n1nnc(-c2cccnc2)n1 | 1.5% | 1 | 4.8% | -3.1% | 1.9% | -2.4% | 1.9% | -2.2 | 743 | 4.0% |
| Cc1nnsc1C(=O)NNC(=O)c1ccc(C(F)(F)F)cc1 | x | x | x | 2.3% | x | -2.1% | 0.1% | -4.0 | 677 | 10.4% |
| CCc1nc2oc3ccccc3c(=O)c2c(=O)n1Cc1ccccc1 | -5.5% | 1.1 | 5.8% | 3.8% | 6.3% | 4.5% | -0.4% | x | x | 1.9% |
| COc1ccc(CN2CCOCCOCCOCC2)cc1 | x | x | x | -0.9% | x | 0.0% | 0.1% | -4.3 | 687 | -5.5% |
| COc1ccc(C(=O)O/N=C(/c2ccccc2)c2ccncc2)cc1 | -8.6% | 1.1 | 9.1% | -7.3% | 10.1% | -3.1% | 1.5% | -2.6 | 732 | 2.0% |
| Clc1ccc(SCc2cc(-c3ccccc3)on2)cc1 | -4.8% | 1 | 7.9% | 1.9% | 12.0% | -6.1% | 0.8% | -40.5 | 639 | -3.2% |
| Cc1ccccc1NC(=O)OCc1cccnc1Sc1ccc(Cl)cc1 | -2.9% | 1.1 | 0.8% | 12.1% | 7.6% | -0.7% | 0.8% | x | x | -13.7% |
| CSc1nnc(-c2cc[n+](C)cc2)n1CCO | -6.8% | 1.1 | 0.1% | -2.0% | -0.3% | 11.2% | 3.9% | 17.6 | 584 | 8.5% |
| COC(=O)C(C)Sc1nc2c(c(=O)[nH]c(=O)n2C)n1CCC(C)C (stereo not given) | -1.7% | 1 | -10.1% | 0.1% | -11.6% | 0.6% | -0.6% | 4.9 | 743 | 6.5% |
| COc1c2c(nc3occc13)C(CC=C(C)C)(OC)C(=O)C=C2 (stereo not given) | 2.6% | 1.1 | x | 12.1% | x | -2.7% | 0.2% | 21.1 | 707 | 16.0% |
| CC(c1ccccc1)C1NC(C(=O)O)CS1 (stereo not given) | -4.8% | 1.1 | -8.6% | 1.9% | -3.3% | -0.8% | -0.1% | x | x | 3.4% |
| Cn1c(=O)c2c(nc(N3CCOCC3)n2C/C=C/c2ccccc2)n(C)c1=O | x | x | x | 5.5% | x | 1.1% | x | -10.6 | 594 | 7.3% |
| CCOC(=O)C(C)Oc1cccc2c(=O)n(CC(=O)NCCc3ccc(OC)c(OC)c3)ccc12 (stereo not given) | -1.5% | 1.1 | 9.6% | 5.3% | 0.3% | 11.7% | 8.0% | 29.7 | 766 | 4.3% |
| c1ccc(CN2CCN(CCOCCOc3ccc4c(c3)CCC4)CC2)cc1 | -5.6% | 1.1 | -4.3% | 1.4% | 5.1% | 2.1% | 12.2% | -5.1 | 647 | 3.1% |
| COc1ccc(C2CC(=O)C(CS(=O)(=O)c3ccccc3)C(=O)C2)cc1 (stereo not given) | -8.5% | 1.1 | -0.7% | -4.2% | -67.8% | -2.1% | x | 12.4 | 697 | 13.9% |
| COCCN(C(=S)Nc1ccccc1C)C(C)c1ccco1 (stereo not given) | x | x | x | -4.5% | x | 14.1% | 0.0%[50 µM] | -23.7 | 715 | -5.9% |
| CCN(CC)S(=O)(=O)c1cc(NC(=O)CCNC(=O)c2ccccc2Cl)ccc1C | -5.2% | 1.1 | -0.1% | 6.9% | -4.9% | 8.1% | 0.3% | 1.0 | 600 | 14.7% |
| O=C(CN1C(=O)C2CCCCC2C1=O)OCc1nnc(-c2ccccc2)o1 (stereo not given) | -4.2% | 1 | -1.4% | 2.2% | -1.2% | 0.4% | 0.2% | -1.5 | 631 | 11.2% |
| CCNC(=O)CSc1nnc(-c2ccc(OC)cc2)n1CC(C)C | -7.0% | 1.1 | -8.1% | 2.1% | -0.7% | -2.9% | 0.9% | -6.4 | 767 | 10.0% |
| CCN(Cc1ccccc1)S(=O)(=O)c1ccc(OC)c2ncccc12 | x | x | x | -2.6% | x | 5.8% | 0.3%[50 µM] | -1.5 | 733 | -9.0% |
| Cc1c(O)c(CN(C)C)cc2c1oc(=O)c1ccccc12 | x | x | x | 11.8% | x | 3.1% | 0.3% | 15.9 | 824 | -3.8% |
| CCN(c1ccccc1)S(=O)(=O)c1ccc(N)c(OC)c1 | -5.0% | 1 | -14.4% | -5.9% | -11.1% | -2.6% | 0.3% | -2.3 | 765 | -5.4% |
| COc1ccc(Cl)cc1NC(=O)CN(C)CC(=O)Nc1ccccc1C(F)(F)F | -4.6% | 1.1 | 2.9% | -0.7% | 2.2% | 0.4% | 0.0% | -15.6 | 750 | -2.2% |
| CCOc1ccccc1N(C(C)=O)S(=O)(=O)c1ccc(Cl)cc1 | -3.4% | 1 | -7.2% | -2.4% | -6.3% | -1.6% | -0.8% | -27.8 | 651 | -4.1% |

By substructure: the compounds so far containing bromine (two)
| smiles | XIAP displacement | TNAP activation fold | human PMI inhibitors | M1AAP inhibition | human PMI inhibition | SIAH1 antagonists | K1F lysis inhibition | Hep lipid drop | Hep lipid drop cells 6.5 µM | M17LAP inhibition |
| --- | --- | --- | --- | --- | --- | --- | --- | --- | --- | --- |
| O=C(Nc1ccccc1Br)C1CC(=O)N(c2ccc3c4c(cccc24)CC3)C1 (stereo not given) | -6.3% | 1.2 | 12.7% | 2.4% | 23.9% | -0.3% | -0.2% | -12.0 | 536 | 1.5% |
| Brc1ccccc1-n1nnc(-c2cccnc2)n1 | 1.5% | 1 | 4.8% | -3.1% | 1.9% | -2.4% | 1.9% | -2.2 | 743 | 4.0% |

Assay outcomes from PubChem.
